CHO parental Ca – counter-screen: ATP calcium response change in parental CHO cells. parental CHO-K1, ATP-induced calcium, Fluo-8 fluorescence. inhibition, % at 5.6 µM. 0.63% of 330,000 active;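 active = inhibition above that plate's mean sample inhibition plus 3 SD, cut at about 26% in these data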;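 note: 0% = ATP-challenged DMSO wells and 100% = DMSO wells without ATP; some compounds past the cut are filed as inactive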
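Measured by: calcium-sensitive Fluo-8 fluorescence / Test system: CHO parental line / Controls: ATP-challenged DMSO wells low, unchallenged DMSO wells high / Measure: % inhibition / Compound: single nominal dose of 5.6 µM per compound / Replicates: single well per compound, no replicates / Reagent: ATP as calcium-mobilizing challenge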
OXTR potentiator – human OXTR potentiation | CHO-OTR cells, Fluo-8 calcium fluorescence, potentiator mode; 0% = oxytocin EC15, 100% = EC100 | AID 2445 | activation, % at 3 µM | P30559 | 0.061% of 320,000 active;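 active = activation above that plate's cutoff, the mean activation of tested compounds plus 3 SD, cut at about 6.6% in these data, passing the limit was not always enough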;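 note: 100% uses oxytocin at 75 nM as the full agonist control; some results filed as inactive read as strong as hits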
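Material: CHO-OTR cells, human receptor; compound dosing: single dose, 3.0 µM nominal final compound concentration; schedule: 6 min compound pre-incubation at room temperature, 100 s kinetic read; measured by: kinetic Fluo-8 calcium fluorescence; read-out basis: % activation vs EC15 and EC100 oxytocin; controls: EC15 oxytocin alone as 0%, 75 nM oxytocin as 100%; replicates: singlicate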
OXTR ag – human OXTR agonism | AID 2435 | activation, % at 3 µM | CHO-OTR cells, Fluo-8 calcium fluorescence; normalized: DMSO 0%, oxytocin 100% | 0.32% of 320,000 active;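 active = activation above the mean of all tested compounds plus 3 SD, cutoff set per screening run, cut at about 20% in these data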;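 note: peak over basal fluorescence ratio from a 100 s FLIPR kinetic read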
V1R ag counter – activates human V1a receptor in oxytocin agonist counter-screen | P37288 | CHO-V1R cells, Fluo-8 calcium fluorescence, agonist mode; 0% DMSO, 100% 3 nM vasopressin | activation, % at 3 µM | 0.25% of 320,000 active | AID 2797;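 active = activation above the mean activation of all tested compounds plus 3 SD, per screening run, cut at about 20% in these data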;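 note: signal is peak over basal fluorescence ratio across a 100 second FLIPR read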
Target sequence (P37288 whole entry, looked up): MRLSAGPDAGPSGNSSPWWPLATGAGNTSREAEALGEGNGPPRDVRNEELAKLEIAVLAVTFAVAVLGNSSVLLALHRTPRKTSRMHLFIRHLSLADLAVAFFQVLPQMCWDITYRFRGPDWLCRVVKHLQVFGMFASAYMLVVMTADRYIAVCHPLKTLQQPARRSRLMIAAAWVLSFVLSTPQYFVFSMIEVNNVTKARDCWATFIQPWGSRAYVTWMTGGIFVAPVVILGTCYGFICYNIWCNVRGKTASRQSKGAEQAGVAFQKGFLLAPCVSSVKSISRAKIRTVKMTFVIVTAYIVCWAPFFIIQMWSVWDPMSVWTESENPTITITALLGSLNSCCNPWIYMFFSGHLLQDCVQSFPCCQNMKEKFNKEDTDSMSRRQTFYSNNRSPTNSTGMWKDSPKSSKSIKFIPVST
M1 ag parental – counter-screen for M1 agonists: effect in parental CHO-K1 cells; Fluo-8 calcium fluorescence; scaled to maximal ATP response, vehicle zero; activation, % at 3 µM; 0.48% of 360,000 active; AID 602248; in the data active = activation above about 15%;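 note: untransfected CHO-K1 host cells lacking M1 receptor as counterscreen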
M1 PAM parental – M1 PAM counterscreen hit in parental CHO-K1 cells; activation, % at 3 µM; ATP EC20, Fluo-8 calcium fluorescence; 0% at ATP EC20, 100% at ATP max; AID 602247; 0.02% of 360,000 active;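 active = activation above the run cutoff, the mean activation of all test compounds plus 3 SD, cut at about 40% in these data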;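 note: peak over basal fluorescence ratio in a 140 s read after ATP addition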
CHO-K1 Ca antag – nonselective inhibitor or artifact in parental CHO-K1 cells. ATP-induced calcium, Fluo-8 fluorescence. inhibition, % at 3 µM. 0.6% of 360,000 active. AID 602250;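 active = inhibition above a per-plate cutoff, the plate's mean sample inhibition plus 3 SD, cut at about 24% in these data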;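 note: 0% = DMSO plus EC80 ATP and 100% = DMSO alone without ATP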
TAAR1 antagonist – antagonists of human TAAR1. CHO RD-HGA16 TAAR1, Fluo-8 calcium fluorescence, antagonist. inhibition, % at 3 µM. 1.5% of 360,000 active;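 active = inhibition above a per-plate cutoff, the mean inhibition of test compounds on that plate plus 3 SD, cut at about 49% in these data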;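 note: 0% = DMSO plus EC80 beta-PEA response and 100% = DMSO alone without agonist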
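Assay system: RD-HGA16 CHO cells with stable hTAAR1 and Gα16 / Reagent: EC80 β-phenethylamine stimulus / Doses: 3 µM, single point / Timing: dye loading 75 min at 37 °C, then 30 min room temperature / Measured by: Fluo-8 intracellular calcium dye fluorescence, real-time kinetic reads / Controls: vehicle wells and EC80 agonist wells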
GPR7 antag – blocks human GPR7 receptor signaling; P48145; GPR7-expressing cells, fluorescence antagonist assay; inhibition, % at 4.4 µM; 1.1% of 290,000 active; in the data active = inhibition above about 16%, passing the limit was not always enough;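 note: cells stimulated with the agonist NPW; 0% = agonist with vehicle and 100% = vehicle without agonist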
Target sequence (P48145 whole entry, looked up): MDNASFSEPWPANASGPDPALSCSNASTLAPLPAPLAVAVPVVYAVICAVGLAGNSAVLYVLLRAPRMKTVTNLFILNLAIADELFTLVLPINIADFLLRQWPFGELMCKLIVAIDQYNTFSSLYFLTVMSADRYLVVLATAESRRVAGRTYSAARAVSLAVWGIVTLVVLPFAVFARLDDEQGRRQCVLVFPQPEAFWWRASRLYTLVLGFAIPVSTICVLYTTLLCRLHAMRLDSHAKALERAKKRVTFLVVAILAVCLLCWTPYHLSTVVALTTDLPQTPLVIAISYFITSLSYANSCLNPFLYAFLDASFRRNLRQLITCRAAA
* = called active by the depositor; x = no result given.

SMILES	CHO parental Ca	OXTR potentiator	OXTR ag	V1R ag counter	M1 ag parental	M1 PAM parental	CHO-K1 Ca antag	TAAR1 antagonist	GPR7 antag
Cc1nn(C)c(C(=O)N/N=C/c2ccccc2)c1[N+](=O)[O-]	-6	-6	-0.8	0.5	-0.4	-6	23	2	2
CC1=CC(=O)C2=C(C)CC[C@@H]3[C@H](OC(=O)[C@H]3C)[C@@H]12	-3	-7	-0.4	-0.3	0.4	6	-6	11	x
Cc1ccccc1-c1nnc(-c2ccc(Cl)cc2)o1	-30	-12	-2.9	-0.6	0.4	28	-15	-7	9
O=C(c1cccnc1)N1CCN(Cc2cccc(Br)c2)CC1	-1	-2	0.2	-0.1	0.7	9	-9	0	-10
CCN1CCN(CCOc2ccccc2OCc2ccccc2)CC1	-6	-14	-0.2	0.1	0.4	10	-20	3	-8
CCC(C)c1ccc(-c2cc(C(=O)OCC(=O)Nc3cc(C)on3)c3ccccc3n2)cc1 (stereo unspecified)	-6	-1	1.6	0.7	0.2	-5	-3	-23	-9
Cc1ccc(OCCN2C(=O)c3ccccc3C2=O)cc1	-4	-1	-0.4	-0.9	0.1	15	-32	-2	-9
O=C1NC(c2ccccc2)(C(F)(F)F)SC2=CCCCCN12 (stereo unspecified)	-12	-13	0.5	-0.4	0.1	0	-3	4	-2
CC(=C\c1ccccc1)/C=C1/SC(=S)N(CCC(=O)Nc2ccccn2)C1=O	-18	-5	0.6	1.7	x	x	x	x	5
COc1ccc(/C=N/NC(=O)C2CCN(c3ncc(C(F)(F)F)cc3Cl)CC2)cc1	-4	7	0.0	0.8	0.2	5	-5	7	-9
O=C(CCC(NC(=O)OCc1ccccc1)C(=O)OCc1ccccc1)NCC(=O)OCc1ccccc1 (stereo unspecified)	-5	-4	0.6	1.3	2.0	2	9	17	-5
Cc1ccc(-n2c(Cc3ccccc3)nnc2SCC(=O)NNC(=O)Cc2ccccc2)cc1	-23	-7	-0.8	-1.3	0.2	9	-4	-1	-11
C=CCNC(=S)N/N=C/c1ccccc1OCCOc1ccccc1	-8	-5	0.1	-0.5	1.0	26	-16	33	-25
CCOc1ccc(NC(=O)CNC(=O)c2ccc(OC)cc2)cc1	-7	0	0.2	0.6	0.7	10	-4	-19	-7
CS(=O)(=O)N1CCCC(c2nc(-c3ccc(S(=O)(=O)NCc4ccccc4)cc3)no2)C1 (stereo unspecified)	21	-9	20*	13	15	-14	34*	x	3
O=C(CCn1nc(-c2ccccc2)c2ccccc2c1=O)NCC1CCCO1 (stereo unspecified)	-13	-5	-1.0	-0.7	0.3	16	-8	-7	-14
CCOC(=O)C1CCN(CC(=O)N2CCc3ccccc32)CC1	-11	-7	0.6	10	0.7	-7	-2	-10	2
CC(C)(C)OC(=O)CC1(C#N)c2ccccc2C(Br)=CN1C(=O)c1ccccc1 (stereo unspecified)	6	-11	-2.1	-0.7	0.6	12	-15	32	x
O=C(Nc1ncc(Cc2ccccc2Cl)s1)c1ccc(-c2cccc([N+](=O)[O-])c2)o1	-17	3	0.2	-0.3	0.8	11	-2	-12	-4
Cc1oc(C(=O)Nc2ccc(O)cc2)cc1COc1ccccc1	-2	1	1.5	1.2	-0.1	7	-7	7	5
CCN(CC(=O)Nc1c(F)cccc1F)C(=O)C(C)SCc1nc2sc(C)c(C)c2c(=O)[nH]1 (stereo unspecified)	-14	-5	-0.7	-0.1	0.7	12	5	-7	-17
Cc1ccsc1C(=O)OCC(=O)N1C(C)CCCC1C (stereo unspecified)	-8	-4	-0.6	-1.1	0.5	10	-10	1	x
CC(=O)O[C@H]1[C@H](C)OC=C[C@@H]1OC(C)=O	-3	-8	1.4	0.4	-0.3	17	-5	-16	10
CC(=O)N1CCN(CC(=O)Nc2ccccc2C(=O)Nc2ccccc2)CC1	-6	-2	1.9	0.8	1.4	-7	-9	-1	x
COc1cccc2c1OC1(C)CC2NC(=O)N1c1cccc(C(=O)Nc2ccc3c(c2)OCCO3)c1 (stereo unspecified)	-15	-8	0.1	5.7	3.4	1	14	36	-8
Cc1cc(NC(=O)CCCC(=O)N(CC(=O)NCCc2ccccc2)Cc2ccc(F)cc2)no1	-29	0	-1.2	-0.6	-0.4	-12	1	-16	-3
NC(=O)c1c[nH]c2ccccc12	-6	-5	-0.4	0.8	-0.3	-3	-2	2	0
Cc1cccc(N2CCN(S(=O)(=O)c3ccc4c(c3)OCCO4)CC2)c1C	-9	-12	-1.1	0.9	0.8	7	-9	10	-5
COc1cccc(NC(=O)CN2C(=O)NC(c3ccccc3)(c3ccccc3)C2=O)c1	-19	-15	6.0	5.9	4.4	13	-4	20	2
Cc1cc2oc(C(=O)N(Cc3ccccc3)C3CCS(=O)(=O)C3)cc(=O)c2cc1Cl (stereo unspecified)	-18	-13	1.7	-0.1	0.7	5	-19	-9	-1

6 entries from above, ordered by the value under TAAR1 antagonist, rising.
compound,OXTR potentiator,TAAR1 antagonist,GPR7 antag
CC(=O)O[C@H]1[C@H](C)OC=C[C@@H]1OC(C)=O,-8,-16,10
O=C(Nc1ncc(Cc2ccccc2Cl)s1)c1ccc(-c2cccc([N+](=O)[O-])c2)o1,3,-12,-4
CCOC(=O)C1CCN(CC(=O)N2CCc3ccccc32)CC1,-7,-10,2
Cc1ccsc1C(=O)OCC(=O)N1C(C)CCCC1C (stereo unspecified),-4,1,x
NC(=O)c1c[nH]c2ccccc12,-5,2,0
CC(C)(C)OC(=O)CC1(C#N)c2ccccc2C(Br)=CN1C(=O)c1ccccc1 (stereo unspecified),-11,32,x

Gathered by group, the compounds so far with a furan ring, fused or not.
SMILES	CHO parental Ca	OXTR potentiator	OXTR ag	V1R ag counter	M1 ag parental	M1 PAM parental	CHO-K1 Ca antag	TAAR1 antagonist	GPR7 antag
O=C(Nc1ncc(Cc2ccccc2Cl)s1)c1ccc(-c2cccc([N+](=O)[O-])c2)o1	-17	3	0.2	-0.3	0.8	11	-2	-12	-4
Cc1oc(C(=O)Nc2ccc(O)cc2)cc1COc1ccccc1	-2	1	1.5	1.2	-0.1	7	-7	7	5

Going on with the list:
SMILES	CHO parental Ca	OXTR potentiator	OXTR ag	V1R ag counter	M1 ag parental	M1 PAM parental	CHO-K1 Ca antag	TAAR1 antagonist	GPR7 antag
O=C(Nc1ccc(F)cc1)C1CCN(c2nnnn2-c2ccccc2)CC1	-5	-8	2.3	2.0	2.2	14	3	11	7
CCN(C(=S)NC(=O)C1CC1)c1ccccc1	-7	-3	-0.4	0.0	0.5	11	-15	6	-3
CCOc1cc(C=C(C#N)C#N)ccc1Oc1ccc([N+](=O)[O-])cn1	-10	-12	0.4	-0.8	5.3	12	0	-31	-9
CCN(CC)c1nc(C=Cc2ccc(N(C)C)cc2)c2nccnc2n1	x	x	x	x	45*	-3	44*	62*	x
CC(C)(C)NC(=O)CN(C(=O)CS(=O)CC(=O)Nc1ccc(F)cc1)c1ccc(F)c(Cl)c1 (stereo unspecified)	-11	-2	0.2	-0.2	1.4	15	-20	7	-5
O=C(COCc1ccccc1)N[C@@H]1c2ccccc2CC[C@@H]1OCc1ccccc1	-26	x	x	x	0.8	17	-18	35	x
COc1ccc(-c2c(NC(=O)c3ccco3)n(C)c3ccccc3c2=O)cc1	-6	-5	-0.5	-0.7	0.4	-10	-35	-15	-10
O=C(COC(=O)c1ccco1)Nc1nc2c(F)c(F)c(F)cc2s1	7	-4	1.8	1.6	1.3	8	-8	9	-6
CCOc1ccc(Nc2nc(N)c3ccccc3n2)cc1	x	x	x	x	1.2	14	-4	-21	-13
Fc1ccc(C2CC(c3ccc(F)cc3)n3ncnc3N2)cc1 (stereo unspecified)	-10	2	0.3	-0.2	1.5	20	0	8	-11
O=C(Nc1ccon1)c1ccc(S(=O)(=O)N2CCOCC2)cc1	2	-8	2.5	0.5	0.1	-11	1	-19	-11
Cc1ccc(NC(=O)Cn2c([N+](=O)[O-])cnc2C)cc1Cl	-8	-5	0.8	1.8	1.5	8	-9	4	13
CN(C)C(=O)CN1c2cccc3cccc(c23)S1(=O)=O	-13	-16	-1.0	0.1	4.3	-4	14	-21	2
CCCNC(=O)c1[nH]c(C)c(C(=O)OCC)c1C	-7	3	-0.7	0.5	x	x	x	x	-8
O=C(NC(=S)NCc1ccc(-c2nc3ccccc3s2)cc1)c1ccco1	-15	-1	-0.1	-0.3	-0.1	16	-2	-3	0

Records listed so far printed as active in TAAR1 antagonist:
canonical_smiles	OXTR potentiator	TAAR1 antagonist	GPR7 antag
CCN(CC)c1nc(C=Cc2ccc(N(C)C)cc2)c2nccnc2n1	x	62*	x

Continued.
SMILES	CHO parental Ca	OXTR potentiator	OXTR ag	V1R ag counter	M1 ag parental	M1 PAM parental	CHO-K1 Ca antag	TAAR1 antagonist	GPR7 antag
O=C(COc1cccc2cccnc12)Nc1ccccc1	-3	-3	-1.5	-0.8	2.7	-2	15	-12	2
COc1ccccc1-c1nnc(SC(C)C(=O)O)n1-c1ccccc1 (stereo unspecified)	-3	-15	0.5	-0.5	0.1	26	-11	-12	-9
Cc1cccc(NC(=O)C(c2ccccc2Cl)N2CCOCC2)c1 (stereo unspecified)	-8	0	-1.5	-0.1	0.3	11	-1	-7	7
CCN(CC)CCN1C(=O)C(=O)/C(=C(/O)c2ccc(OC)cc2)C1c1ccco1 (stereo unspecified)	-20	-5	0.0	0.2	0.6	19	-8	2	-12
COc1cccc(NC(=O)CN(C)C(=O)CCC(=O)c2cc(C)sc2C)c1	x	x	x	x	0.6	-1	7	7	x
CCCN(CC(=O)Nc1ccccc1OC)C(=O)c1ccc2ncsc2c1	-16	-6	1.0	1.0	0.5	-15	6	-5	x
Cc1cc(NC(=O)COC(=O)CSCc2ccc(Cl)c(Cl)c2)no1	-8	-7	1.4	0.7	1.1	-3	-9	-10	4
Cc1ccccc1CCNC(=O)C1CCC(=O)N(Cc2ccc(Cl)cc2)C1 (stereo unspecified)	-8	-9	-1.4	-0.4	-0.3	-14	-10	-15	-7
CCOC(=O)c1cnc(SC2CC(=O)N(c3ccccc3)C2=O)nc1N (stereo unspecified)	-3	-10	-0.1	0.5	0.5	13	-8	-6	1
COc1ccc(C(=O)COC(=O)Cn2[nH]c(=O)c3ccccc3c2=O)c(OC)c1	-9	-8	-0.8	-0.3	0.4	-12	20	1	x
Cc1ccc(C2CC(=O)C=C(NCc3ccccc3)C2)cc1 (stereo unspecified)	-5	-1	0.0	1.7	1.3	-12	4	11	2
Cc1ccc(S(=O)(=O)N/N=c2\sc3ccccc3n2C)cc1	1	0	-0.4	1.1	0.0	-10	9	0	11

Screens from PubChem BioAssay.
